From PubChem
DAX1 inh-1: blocks DAX1 repression of SF-1 activated StAR promoter; HEK293T StAR-luciferase reporter, SF-1/DAX-1 repression relief; inhibition, % at 6.8 µM; actives 1.1% (n = 370,000); AID 652010;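 active = inhibition above the mean over all tested compounds plus 3 SD, cut at about 3.6% in these data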;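 note: 0% = DAX-1 cells with DMSO and 100% = cells lacking DAX-1 with DMSO; higher inhibition means more luminescence from relief of DAX-1 repression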
hgDAF-12 ag: activates the H. glycines DAF-12 receptor ligand-binding domain. actives 1.8% (n = 370,000). activation, % at 6.8 µM. HEK293 GAL4-hgDAF12 UAS-luciferase reporter, agonist luminescence; normalized to butyrate control;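 active = activation above a cutoff set at the mean of all screened compounds plus 3 SD, cut at about 10% in these data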;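 note: 0% = DMSO wells and 100% = sodium butyrate wells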
SMARCA2 act: activators of SMARCA2 function | AID 652017 | actives 1% (n = 370,000) | MG213 cells, MMTV-luciferase reporter, dexamethasone, overnight | activation, % at 9.1 µM; in the data active = activation above about 7.8%;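 note: 0% = vehicle wells and 100% = reference activator wells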
ADAM10 inh: inhibitors of human ADAM10. O14672. recombinant ADAM10, EDANS/DABCYL FRET peptide cleavage, 3 h. inhibition, % at 7 µM. actives 0.62% (n = 370,000). AID 720582;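 active = inhibition above a per-campaign cutoff equal to the mean of compounds falling between control-based bounds plus 3 SD, cut at about 20% in these data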;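 note: 0% = DMSO wells while the 100% control is not disclosed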
hcDAF12 agonist: activates DAF-12 receptor from parasite H. contortus; HEK293 hcDAF-12 lit1-tk-luc reporter, luminescence; 0% DMSO, 100% Δ7-dafachronic acid; activation, % at 6.8 µM; actives 1.4% (n = 370,000);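 active = activation above the mean of all tested compounds plus 3 SD, cut at about 5.5% in these data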;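 note: 100% = response to 3 µM Δ7-dafachronic acid high control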
NPR1 activator: GC-A (human) enzyme activation; P16066; HEK293 GC-A cells, cGMP TR-FRET, EC30 ANP; 0% at EC30 ANP, 100% saturating ANP; activation, % at 10 µM; actives 0.14% (n = 370,000); in the data active = activation above about 40%
FXN GAA850 act: activators of GAA850 frataxin (FXN) promoter; HEK293 lucGAA850 FXN promoter luciferase reporter, 24 h; percent of 10 µM SAHA response; activation, % at 6 µM; actives 0.56% (n = 360,000);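 active = activation above the average of all compounds screened plus 3 SD, cutoff fixed separately per campaign, cut at about 7.5% in these data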;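 note: 0% = DMSO wells and 100% = 10 µM SAHA wells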
PG9 Ab binder: PG9 antibody binding by small molecule; actives 0.43% (n = 360,000); TR-FRET gp120-PG9 antibody binding; AID 624416; inhibition, % at 6.7 µM; in the data active = inhibition above about 8.5%
ADAM17 inh: ADAM17 inhibition, QFRET primary screen | AID 720648 | actives 0.83% (n = 370,000) | recombinant ADAM17, EDANS/DABCYL FRET peptide cleavage | P78536 | inhibition, % at 6.95 µM;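 active = inhibition above the mean of compounds lying between control limits plus 3 SD, set per campaign, cut at about 8.5% in these data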;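 note: 0% = DMSO-only wells as the low control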
Target sequence (P78536 215-824 limits assumed): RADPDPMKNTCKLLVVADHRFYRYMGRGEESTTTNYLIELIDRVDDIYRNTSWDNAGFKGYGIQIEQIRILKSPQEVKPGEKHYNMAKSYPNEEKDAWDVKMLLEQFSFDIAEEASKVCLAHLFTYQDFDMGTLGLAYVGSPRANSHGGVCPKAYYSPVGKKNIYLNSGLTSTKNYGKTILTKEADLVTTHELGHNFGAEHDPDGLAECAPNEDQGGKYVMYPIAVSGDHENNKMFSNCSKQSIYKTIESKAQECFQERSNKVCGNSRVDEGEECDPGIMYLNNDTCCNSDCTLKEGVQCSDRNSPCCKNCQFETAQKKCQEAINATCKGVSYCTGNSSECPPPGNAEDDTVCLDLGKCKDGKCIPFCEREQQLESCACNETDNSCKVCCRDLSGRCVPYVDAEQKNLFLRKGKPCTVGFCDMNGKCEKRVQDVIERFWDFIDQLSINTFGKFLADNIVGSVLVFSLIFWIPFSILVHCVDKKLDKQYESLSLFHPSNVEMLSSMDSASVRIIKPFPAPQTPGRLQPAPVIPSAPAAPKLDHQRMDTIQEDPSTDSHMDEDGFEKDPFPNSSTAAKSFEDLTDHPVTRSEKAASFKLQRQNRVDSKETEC
DAX1 inh-2: NR0B1 (DAX1) inhibition. P51843. HEK293 Gal4-DAX1 luciferase reporter, luminescence. inhibition, % at 6.75 µM. actives 0.99% (n = 340,000). AID 504766;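 active = inhibition above the mean over all tested compounds plus 3 SD, cut at about 4.2% in these data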;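 note: 0% = DAX1-transfected cells with DMSO and 100% = empty-vector control cells with DMSO; inhibition shows as a rise in luminescence from relieved DAX1 repression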
Target sequence (P51843 207-470 limits assumed): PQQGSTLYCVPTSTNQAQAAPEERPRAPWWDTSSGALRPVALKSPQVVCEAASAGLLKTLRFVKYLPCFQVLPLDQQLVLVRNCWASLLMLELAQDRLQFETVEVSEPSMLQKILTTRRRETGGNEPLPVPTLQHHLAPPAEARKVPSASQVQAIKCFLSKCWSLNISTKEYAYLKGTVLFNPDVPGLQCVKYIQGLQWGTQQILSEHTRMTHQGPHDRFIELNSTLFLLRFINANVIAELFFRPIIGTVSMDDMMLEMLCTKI
ssDAF-12 act: activators of S. stercoralis DAF-12 nuclear receptor | HEK293 ssDAF-12/GRIP1 lit1-tk-luc reporter, luminescence; % of 3 µM dafachronic acid response | activation, % at 6.8 µM | actives 1% (n = 370,000) | AID 652126;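 active = activation above the mean over all tested compounds plus 3 SD, cut at about 0.9% in these data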;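 note: 0% = DMSO-only wells and 100% = 3 µM delta7-dafachronic acid wells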
The depositor's hits bear a star; i = inactive; nt = no result given. Rows were taken by chance, and some 6.8% of all compounds hit somewhere here.

SMILES	DAX1 inh-1	hgDAF-12 ag	SMARCA2 act	ADAM10 inh	hcDAF12 agonist	NPR1 activator	FXN GAA850 act	PG9 Ab binder	ADAM17 inh	DAX1 inh-2	ssDAF-12 act
Cc1cccc(C)c1OCc1cc(C(=O)N2CCN(c3ccccc3)CC2C)no1 (stereo not given)	-2.1	0.1	0	2	2.2	0	-3.2	1.0	-2	0.2	-1.1
CCOc1ccc(Nc2n[nH]c(=S)s2)cc1	3.5	12*	3	-3	2.8	-3	9.8*	-3.3	-3	1.0	0.1
Nc1nc(Nc2ccccc2)nc(N2CCOCC2)c1[N+](=O)[O-]	-0.6	-0.3	1	5	0.2	4	3.9	0.4	-3	-0.7	-1.3
Cc1ccc(S(=O)(=O)N(C)c2ccc3c(ncn3C)c2[N+](=O)[O-])cc1	-0.5	1.6	0	-19	-1.3	1	-0.2	-0.9	-2	0.9	-0.7
COc1ccc(OCc2cc(C(=O)NCc3nc(C)cs3)no2)c(Cl)c1	1.7	9.7	7	9	-1.9	4	5.3	-3.3	-1	0.1	-0.8
COc1ccc(-c2cc(C)nc3nc(N)nn23)cc1	0.3	-1.1	-2	i	1.8	-1	0.6	-0.9	-179	1.9	-0.6
O=C(NC1CC2CCC1C2)c1ccc(CN2CCOCC2)cc1 (stereo not given)	0.4	-0.8	-3	-5	0.9	5	1.7	-0.8	-5	1.9	-0.4
CCOC(=O)c1sc2nc(C)nc(NCc3ccc(Cl)cc3)c2c1C	-0.2	0.8	0	-5	-0.8	-1	-2.3	-2.2	-5	0.0	-0.8
Cc1oc(-c2ccc(Cl)cc2)nc1CS(=O)CC(=O)NC1CC1 (stereo not given)	-0.2	0.0	-2	2	-1.4	13	0.2	0.1	-1	0.2	-0.8
N#CC1(c2ccccc2)CCCN1C(=O)c1ccc(Br)cc1 (stereo not given)	-1.0	-1.8	-2	1	-0.3	1	-0.3	1.1	-5	0.1	-1.4

Reprinted from the part before: 2 compounds; new compounds follow.
SMILES	DAX1 inh-1	hgDAF-12 ag	SMARCA2 act	ADAM10 inh	hcDAF12 agonist	NPR1 activator	FXN GAA850 act	PG9 Ab binder	ADAM17 inh	DAX1 inh-2	ssDAF-12 act
Cc1oc(-c2ccc(Cl)cc2)nc1CS(=O)CC(=O)NC1CC1 (stereo not given)	-0.2	0.0	-2	2	-1.4	13	0.2	0.1	-1	0.2	-0.8
N#CC1(c2ccccc2)CCCN1C(=O)c1ccc(Br)cc1 (stereo not given)	-1.0	-1.8	-2	1	-0.3	1	-0.3	1.1	-5	0.1	-1.4
O=C(Nc1ccc(F)cc1)N1CCCN(c2nccc(C(F)(F)F)n2)CC1	-0.1	-2.7	-4	5	-1.9	-4	-0.2	0.2	-4	-0.8	-1.8
CC(=O)N1CCCN(C(=O)Cn2cnc3ccccc3c2=O)CC1	-0.9	-2.0	-3	-4	-1.3	4	nt	nt	-1	nt	-0.9
CC(C)(C)NC(=O)C(=O)NNC(=O)c1cccc(F)c1	2.0	0.1	4	-2	0.8	0	1.9	1.2	-2	1.4	-1.4
Cc1cnc(NC(=O)CSc2nnc(-c3ccccc3)o2)s1	3.3	6.7	3	-28	8.4*	-6	2.7	-0.5	-6	6.4*	0.0
COc1ccc(Nc2nc(-c3ccccc3F)nc3ccccc23)cc1OC	-1.7	-3.4	-1	-1	-3.1	20	0.2	0.9	-1	-1.5	-1.9
O=C(NCc1ccccc1)C(c1ccccc1F)n1c(=O)c(-c2ccccc2)nc2ccccc21 (stereo not given)	-0.9	-2.8	-5	-53	-2.5	-7	nt	0.9	-14	nt	-0.7
Cc1ccc(S(=O)(=O)N2Cc3ccccc3CC2C(=O)Nn2cnnc2)cc1 (stereo not given)	1.5	1.5	1	-1	-2.4	1	-1.2	-1.1	-3	-0.5	-1.5
N#CCCN(CCC#N)S(=O)(=O)c1ccc(C(=O)Nc2nnc(C3=COCCO3)o2)cc1	0.4	-0.1	-3	-3	-0.9	1	1.7	-1.5	-1	0.8	-1.0
c1ccc(COn2nnc3ccccc32)c(COn2nnc3ccccc32)c1	0.2	-1.9	-3	-3	-4.2	-2	-2.6	0.5	-1	-1.3	-2.7
O=C(NCCCn1ccnc1)/C(=C\c1cccs1)NC(=O)c1cccs1	0.8	2.1	-3	-3	2.4	1	1.0	-0.1	-2	1.6	-1.0
Cc1cccc(Nc2nc(N)nc(CN3CCC(C(N)=O)CC3)n2)c1C	0.8	0.5	-1	12	0.3	-9	2.5	0.9	7	0.9	-1.5
COc1ccc(C(=O)CN2CCN(c3ccc(F)cc3)CC2)cc1	-0.2	0.7	-1	-14	-0.5	2	-0.7	-1.8	-29	-1.1	-1.0
COC(=O)[C@]12C[C@H](CC(=O)NCc3ccc(C)o3)C(=O)N(Cc3ccccc3)C1=C[C@H](C(C)(C)C)O[C@@H]2C	0.0	-0.4	-6	9	-0.6	-9	nt	1.0	10*	nt	-0.6
COc1ccc(Nc2cc(C(=O)NCCCN3CCN(C)CC3)c3ccccc3n2)cc1	0.0	1.7	-1	4	0.7	0	2.4	-4.0	-1	0.2	-0.6
COC(=O)c1oc2ccccc2c1NC(=O)CN1CCCC1	1.1	1.3	-3	14	-1.3	3	1.4	0.9	5	0.7	-2.0
O=C(NCC(=O)N(c1cccc(F)c1)C(C(=O)NC1CCCC1)c1ccncc1)c1ccco1 (stereo not given)	-0.3	-1.0	-1	3	0.2	1	-0.3	2.3	1	-0.5	-0.9
c1ccc2[nH]c(CSc3nccs3)nc2c1	2.0	5.0	3	-16	3.2	2	4.4	0.5	4	0.6	-1.2
Nc1ccn(C[C@@H](CO)OCP(=O)(O)O)c(=O)n1	0.2	1.8	-6	-4	-1.9	1	nt	nt	1	nt	-0.8
CCOP(=O)(OCC)C(NC(=O)/C=C/c1ccc(OC)cc1)c1ccccc1 (stereo not given)	-0.5	0.0	1	-4	-0.5	-1	0.0	-1.0	-3	0.7	-1.2
O=[N+]([O-])c1cccc(/C=C/c2ccncc2)c1	-0.6	3.5	-1	-5	-0.7	-6	0.6	-0.4	-3	1.7	-0.8
Cc1cc(Nc2ccccc2)nc(N2CCOCC2)n1	0.3	0.0	2	8	-1.3	5	0.3	0.5	-1	0.4	-1.1
O=C(COC(=O)c1cc(-c2ccccn2)nc2ccccc12)Nc1ncc(C(F)(F)F)cc1Cl	0.1	2.4	-4	-4	-0.6	-2	-0.7	2.3	-5	3.0	0.2
COc1ccccc1C(=O)NCCC(=O)N(C)CC(=O)Nc1ccc(C)cc1	-1.6	-2.8	0	3	-0.3	2	0.3	-0.3	2	-0.8	-1.2
CC(C)COc1ccc(/C(=N/O)c2ccccc2)cc1	0.4	2.4	0	13	-0.8	5	6.0	-0.9	7	1.0	-1.0
Cc1cc(C(=O)COC(=O)C2=NNC(=O)CC2)c(C)n1-c1cccc(C(F)(F)F)c1	-0.8	-1.3	-3	-4	-0.8	6	-0.7	-3.0	-3	-0.1	-1.2
CC(=O)Nc1ccc(S(=O)(=O)N2CCC(C(=O)Nc3nccs3)CC2)cc1	-1.8	-1.1	-3	1	-0.8	3	0.7	-1.8	0	-0.1	-1.5
COc1ccc(S(=O)(=O)Nc2cccc(F)c2)cc1C	-0.3	2.7	3	4	0.5	1	1.4	2.0	3	-0.7	0.0
CN1CCN(c2cc(-c3cc(O)c4ncccc4c3)ccn2)CC1	-0.1	-1.5	1	17	-1.6	3	-3.3	-3.4	-1	0.0	-0.4
CCN(C(=O)COC(=O)c1cccc(S(=O)(=O)N(CC)CC)c1)C1CCS(=O)(=O)C1 (stereo not given)	0.3	-3.7	2	0	-1.4	3	1.5	-1.0	-5	-0.4	-0.8
CCCC1CCC2(CC1)CCC2OC(=O)Nc1ccc(C)cc1 (stereo not given)	nt	2.9	nt	1	-1.2	-3	nt	nt	0	nt	-1.2
O=C1C=C(Nc2ccc(Cl)cc2)CC(c2ccco2)C1 (stereo not given)	-0.6	-0.6	-1	-24	-1.1	-6	-2.0	0.3	-7	-1.3	-0.5
COc1ccc(C=O)cc1CSc1nnc(COc2cccc3cccnc23)o1	0.2	-3.2	0	3	-0.8	-2	-1.5	-0.3	-1	1.1	-1.5
COc1ccc(CN2CC[C@H]3C=CC[C@@H](C(=O)N4CCOCC4)[C@H]3C2=O)cc1OC	-0.3	-0.3	1	-3	-0.3	1	-1.1	0.9	-3	0.1	-0.8
O=C(Nc1ccnn1C1CCN(Cc2ccc(F)cc2)CC1)C1CC1	-0.3	0.0	1	-5	0.3	0	-0.5	0.5	-5	0.4	-0.5
COc1ccc2nc(CNC(=O)C3CCC(=O)N(CCc4ccccc4)C3)[nH]c2c1 (stereo not given)	3.5	-2.1	-3	-6	3.8	2	1.6	-2.4	-6	0.6	-1.2
O=C(NCC1OCCc2ccccc21)c1ccc(NC(=O)c2ccc(Cl)cc2Cl)cc1 (stereo not given)	-0.8	2.2	9.4*	1	-0.8	2	-0.3	-0.9	-1	0.6	-1.3
CCn1c(CNC(=O)c2ccccc2F)nnc1SCC(=O)NC1CCCCC1	-0.3	-1.2	1	0	-1.0	-1	2.4	-2.1	0	0.8	-1.4
CC1Cc2ccccc2N1C(=O)COC(=O)c1ccco1 (stereo not given)	-1.2	0.7	-4	-9	2.1	2	1.7	0.6	-6	1.3	-1.1
NNC(=O)c1snnc1-c1ccccc1	0.6	-1.8	-1	0	-1.7	-3	-0.6	1.2	1	0.1	-1.5
CC(C)c1ccc(NC(=O)C[n+]2ccn(C3=C([O-])c4ccccc4C3=O)c2)cc1	-0.1	-4.8	-4	-10	-0.1	-4	0.6	0.0	-4	-2.9	-1.3
O=S(=O)(/C=C/c1ccccc1)NC1CCCCCC1	-0.2	0.2	-2	1	1.7	5	3.5	-0.9	1	nt	-1.1
COc1ccc(N2CC(O)=C(c3nc(-c4ccc(F)cc4)cs3)C2=N)cc1Cl	-0.3	1.2	-2	-1	-1.4	-3	-0.4	0.9	-3	-0.2	-2.0
CC(C)c1nc(SCC(=O)Nc2nccs2)c2ccccc2n1	0.4	-0.6	0	-9	-1.9	2	-1.4	4.7	0	0.6	-0.7
Cc1ccc(S(=O)(=O)N2C[C@H]3N(C(=O)OC(C)C)N(C(=O)OC(C)C)C[C@H](OC(=O)NC4CC4)[C@@]3(O)C2)cc1	-0.2	0.9	3	0	-0.3	0	-3.5	0.0	-2	0.5	0.6
O=C1C(=O)N(CCCn2ccnc2)C(c2ccc(Br)cc2)/C1=C(\O)c1ccc2c(c1)OCCO2 (stereo not given)	1.3	-0.6	-2	4	0.8	7	2.2	14*	6	0.6	-0.7
CCc1nc2ccc(C(=O)N3CCN(c4ccccc4)CC3)cn2c1N(CCC(C)C)CCN(C)C	0.5	-3.2	-2	-18	-1.0	-2	-10	-2.4	-8	nt	-0.3
Cc1ccc(SCCNC(=O)/C=C/c2ccc(Cl)cc2)cc1	0.8	1.2	0	3	-2.8	13	7.1	1.8	0	-0.3	-0.7
Cc1[nH]c2ccccc2c1C(=O)C(=O)N1CC=C(c2ccccc2)CC1	-0.1	3.7	-2	4	0.7	5	0.0	0.4	2	-1.3	-0.6
COC(=O)c1sc(NC(=O)C2c3ccccc3Oc3ccccc32)c(C(=O)OC)c1C	-0.5	1.0	-3	-4	-1.4	-4	5.2	-0.1	-2	1.0	-0.9
